Compound activity (PubChem BioAssay)
aDG glyco act: increases alpha dystroglycan glycosylation; Pro5-aDG cells, alpha-DG glycosylation AlphaScreen (IIH6); 0% Pro5, 100% B10-LARGE cell signal; activation, % at 10 µM; actives 0.22% (n = 360,000); AID 624168;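 active means activation of at least 8% versus controls, or a plate z-score of at least 8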;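 further: Pro5 are CHO cells carrying HIG-tagged alpha-DG that lacks glycosylation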
MITF TRPM1 inh: MITF TRPM1 promoter inhibition in SK-MEL-5 cells; SK-MEL-5 TRPM1 promoter luciferase, 24 h; inhibition, % at 12.5 µM; actives 0.83% (n = 330,000); AID 488899;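 active means mean inhibition across replicates of 60% or more, whatever share of single replicates reaches that level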; further: values of inactives mirror those of a sister screen read the other way
NR2E3 ag-1: activates human NR2E3 receptor | Q9Y5X4 | AID 602229 | actives 0.35% (n = 360,000) | CHO-S Gal4-NCOR/VP16-NR2E3 two-hybrid, luciferase | inhibition of corepressor binding, % at 3.98 µM;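 active means inhibition above the mean of all tested compounds plus 3 SD, cut at about 70% in these data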;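 further: 0% = DMSO with NR2E3 transfected cells and 100% = cells lacking NR2E3 construct; higher means lower luciferase signal from less NR2E3 corepressor binding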
Target sequence (Q9Y5X4 whole entry, looked up, the tested form may be a part): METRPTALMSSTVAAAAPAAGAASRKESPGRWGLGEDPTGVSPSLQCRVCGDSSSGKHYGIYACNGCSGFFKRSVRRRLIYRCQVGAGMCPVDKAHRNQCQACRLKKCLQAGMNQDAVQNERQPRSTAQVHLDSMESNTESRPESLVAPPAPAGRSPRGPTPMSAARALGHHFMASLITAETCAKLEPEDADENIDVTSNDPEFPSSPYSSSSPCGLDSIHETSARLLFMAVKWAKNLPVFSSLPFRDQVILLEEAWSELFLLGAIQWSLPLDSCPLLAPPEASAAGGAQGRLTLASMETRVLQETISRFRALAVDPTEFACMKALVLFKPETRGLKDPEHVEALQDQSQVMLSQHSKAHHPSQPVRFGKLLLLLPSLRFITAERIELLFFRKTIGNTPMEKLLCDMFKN
Exocytosis inh: lytic granule exocytosis inhibition. TALL-104 LAMP-1 surface exposure, flow cytometry; cells stimulated with thapsigargin and PMA. inhibition, % at 10 µM. actives 0.66% (n = 360,000);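 active means inhibition above about 55%, limit read from the data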
CaV13 ICDI inh: Primary screen for inhibitors of IQ motif and Ca2+-dependent inactivation inhibitor domain binding in CACNA1D, Förster resonance energy transfer in living cells, …; HEK cells, CFP/YFP FRET ICDI-IQ, plate reader, 10 min; percent FRET-ratio fall versus neutral wells; inhibition, % at 12.3 µM; actives 0.098% (n = 340,000);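 active means mean replicate inhibition of at least 30% and at least 1% of replicates passing that level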;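 further: 0% = median of the neutral control wells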
Vif inh: blocks HIV Vif function; HEK293T cells, Vif self-association by quenched fluorescence, imaging, 24 h; inhibition, % at 7.49 µM; actives 0.35% (n = 340,000); AID 602346; in the data active means inhibition above about 50%, passing the limit was not always enough; further: some results filed as inactive read as strong as hits
HIF-2a inh: blocks HIF-2a reporter activity; 786-0 RCC cells HIF-2a reporter, luciferase luminescence, overnight; inhibition, % at 18.8 µM; actives 0.72% (n = 360,000);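 active means inhibition of the luminescence signal of 40% or more relative to plate controls, in a single-dose primary screen at 18.75 µM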
NR2E3 ag-2: activates human photoreceptor nuclear receptor NR2E3 | inhibition of corepressor binding, % at 4.78 µM | GST-NR2E3/biotin-RetCOR TR-FRET, 1536-well | AID 2300 | actives 0.12% (n = 320,000) | Q9Y5X4;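 active means percent inhibition above the cutoff of mean plus 3 SD of all tested compounds, set per screening campaign, cut at about 20% in these data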;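 further: 0% = DMSO wells and 100% = biotin wells as full block of FRET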
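system = GST-tagged NR2E3 plus biotinylated RetCOR corepressor | input = 1.35 nM GST-NR2E3 | also added = 7 nM biotin-RetCOR | schedule = 5 h incubation at 4 °C | measured by = TR-FRET with europium anti-GST and streptavidin-D2, 340 nm excitation | read-out = percent loss of FRET ratio relative to control wells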
PDI turbidity: PDI (human) enzyme inhibition; inhibition, % at 10 µM; AID 588391; PDI insulin aggregation turbidity, A650, 90 min; P07237; actives 0.052% (n = 350,000);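 active means mean inhibition across replicates of 30% or more, whatever share of single replicates reach that level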;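 further: absorbance from insulin aggregation driven by PDI reduction with DTT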
Target sequence (P07237 whole entry, looked up): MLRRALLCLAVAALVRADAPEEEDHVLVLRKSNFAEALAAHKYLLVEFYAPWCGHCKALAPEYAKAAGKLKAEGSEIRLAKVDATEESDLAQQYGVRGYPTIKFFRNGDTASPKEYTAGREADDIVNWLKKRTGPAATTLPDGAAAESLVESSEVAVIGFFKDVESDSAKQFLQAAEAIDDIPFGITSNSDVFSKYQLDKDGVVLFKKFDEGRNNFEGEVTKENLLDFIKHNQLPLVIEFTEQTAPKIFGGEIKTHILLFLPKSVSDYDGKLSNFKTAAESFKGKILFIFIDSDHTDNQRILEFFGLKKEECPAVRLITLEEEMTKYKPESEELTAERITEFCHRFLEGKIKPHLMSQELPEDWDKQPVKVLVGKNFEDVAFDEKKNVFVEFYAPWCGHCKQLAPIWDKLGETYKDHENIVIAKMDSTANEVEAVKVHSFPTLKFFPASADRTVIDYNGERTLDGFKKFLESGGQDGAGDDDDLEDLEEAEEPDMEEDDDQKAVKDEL
Peg3 promoter: reduces Peg3 promoter-driven luciferase expression in HeLa | inhibition, % at 20 µM | AID 588405 | actives 1.7% (n = 360,000) | HeLa PEG-Prom luciferase reporter, luminescence, overnight;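 active means inhibition of at least 50% at 20 µM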
iPSC survival up: enhancers of human iPSC single-cell survival; actives 0.044% (n = 360,000); AID 602274; hiPSC single-cell survival, ATPlite luminescence; 100% = ROCK inhibitor wells, 0% = DMSO; survival enhancement, % at 20 µM; in the data active means survival enhancement above about 18%;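 further: cells exposed to compounds for 16 hours before the ATP read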
An asterisk follows results filed as active; nt = no result given.

Order of values – aDG glyco act | MITF TRPM1 inh | NR2E3 ag-1 | Exocytosis inh | CaV13 ICDI inh | Vif inh | HIF-2a inh | NR2E3 ag-2 | PDI turbidity | Peg3 promoter | iPSC survival up
CC1(Cc2cccc(C(N)=O)c2)C(=O)Nc2c(Cl)cccc21 (stereo not given)
→ 0.1 | nt | -32 | 2 | -10 | -1 | 6 | nt | -25 | -3 | 1.0
O=C(NCc1ccc2c(c1)OCO2)c1ccc(Br)cc1
→ 0.1 | -5 | -14 | -6 | -20 | -1 | -9 | 1 | 0 | -1 | 0.3
COc1ccc(CCNC(=O)CSCc2ccc(C)cc2)cc1OC
→ -0.2 | -1 | -34 | -1 | nt | -3 | 8 | 2 | -6 | 11 | 0.2
Cc1cccc(C(=O)NCC(=O)OCc2nnc(-c3ccccc3)o2)c1
→ -0.1 | -10 | -6 | -6 | -7 | -9 | -82 | 3 | 0 | -69 | 1.5
Cc1ccc(N2CC(O)Cn3c2nc2c3c(=O)[nH]c(=O)n2C)cc1 (stereo not given)
→ 0.0 | 2 | -5 | 0 | -12 | -4 | 13 | -2 | -8 | 19 | -0.4
COCCn1c(-c2ccc(Cl)cc2)nc2oc3cc(OC)ccc3c(=O)c2c1=O
→ 0.1 | nt | -16 | -5 | -5 | -4 | 7 | 1 | 6 | -2 | 3.0
COc1ccc(C2c3ccc(O)cc3Oc3ncn(CCN4CCOCC4)c(=N)c32)cc1OC (stereo not given)
→ 0.0 | -7 | 11 | 2 | 0 | 0 | 10 | 4 | 54* | -3 | 1.1
CCn1cc(CN(C)C(=O)CSc2nc(-c3ccco3)cc(C(F)(F)F)n2)c(C)n1
→ 0.3 | 6 | -20 | 1 | -6 | -10 | 16 | 2 | 19 | 19 | -1.3
O=C(C1COc2ccccc2O1)N1CCc2ccccc2C1 (stereo not given)
→ 0.2 | -43 | -25 | -4 | -3 | 13 | -116 | -1 | 3 | -97 | 5.1
CCC(CC)C(=O)Nc1cc(C(=O)OC)ccc1C(=O)OC
→ -0.1 | 1 | 15 | 5 | -3 | 5 | 4 | 1 | -5 | 8 | 0.2
CC(C)CC(c1nnnn1C(C)C)N1CCN(c2cccc(Cl)c2)CC1 (stereo not given)
→ 0.6 | 7 | -3 | 1 | -5 | 12 | 0 | 4 | -11 | 13 | 0.6
CCN1C(=O)[C@H]2[C@@H](c3ccc(-c4ccc(Cl)c(Cl)c4)cc3)N[C@@](C)(C(=O)OC)[C@H]2C1=O
→ 0.6 | -2 | -11 | 3 | -11 | -5 | -1 | 2 | -4 | 21 | -1.0
O=C(N/N=C/c1cc([N+](=O)[O-])ccc1O)/C(=C\c1cccs1)NC(=O)c1ccccc1
→ 0.0 | 13 | -25 | -1 | -5 | 2 | 3 | 5 | -5 | 28 | 2.9
COc1ccccc1CNC(=O)COc1ccccc1C(=O)c1cnn(-c2ccccc2)c1
→ -0.3 | -85 | -104 | 5 | -4 | -1 | -217 | 6 | -3 | -250 | -0.6
CCOC(=O)C1CCN(S(=O)(=O)c2ccc(OCC(=O)OC)cc2)CC1
→ -0.1 | 1 | 17 | 2 | -10 | 18 | 6 | 1 | 1 | -6 | 0.8
COc1ccc(OC)c(N=Cc2c(O)c3ccccc3oc2=O)c1
→ -0.1 | 14 | -33 | -5 | -21 | 16 | 15 | 5 | -16 | 23 | -0.2
CCCCn1c(CCC(=O)O)nc2cc(S(=O)(=O)N(CC)CC)ccc21
→ -0.2 | -6 | -17 | 0 | -2 | -2 | 4 | -3 | -3 | 17 | 0.0
Cc1cc(OC(C)C(=O)NCc2cccnc2)c2c(C)c(C)c(=O)oc2c1 (stereo not given)
→ 0.2 | 3 | -30 | -8 | -7 | -5 | -3 | 1 | 0 | -4 | -0.2
CC(=O)c1ccc(S(=O)(=O)NCCOc2ccccc2)cc1
→ 0.0 | nt | -22 | -6 | -15 | -1 | 5 | nt | 5 | 1 | -2.3
CN(Cc1cccc(Cl)c1Cl)C(=O)c1cccc(S(=O)(=O)N2CCN(Cc3ccccc3)CC2)c1
→ 0.9 | 3 | 56 | 5 | nt | -7 | 17 | -1 | -1 | 19 | 0.1
COc1ccc(NC(=S)NC(=O)/C=C/c2ccco2)c(OC)c1
→ -0.1 | -2 | -11 | 1 | -20 | -3 | 9 | -1 | 15 | 16 | 1.5
O=c1[nH]c(C2CCN(S(=O)(=O)c3cccc([N+](=O)[O-])c3)CC2)nc2c1nnn2Cc1ccccc1
→ -0.1 | 4 | 1 | 3 | -4 | -8 | 34 | 5 | 3 | 15 | 0.2
COc1ccccc1N1CCN(C(=O)CCCN2C(=O)c3cccc4cccc(c34)C2=O)CC1
→ -0.3 | -11 | -11 | 5 | -2 | 0 | 18 | 1 | 1 | 44 | -2.4
O=C(Nc1cccc(S(=O)(=O)NC2=NCCC2)c1)c1cc(-c2ccccn2)nc2ccccc12
→ -0.2 | 13 | -14 | -3 | -5 | -5 | 15 | -2 | -4 | 7 | -0.6
O=C(c1ccccc1-c1ncc[nH]1)N1CCCC(Nc2ccc(F)cc2)C1 (stereo not given)
→ 0.1 | 1 | -5 | 3 | nt | 1 | 9 | 0 | 2 | 20 | -0.7
Cc1cnn(-c2cc(N/N=C/c3ccccc3F)ncn2)c1
→ 0.1 | -57 | -13 | 2 | nt | 0 | -21 | 0 | -7 | -35 | -2.5
CCOC(=O)C(NC(C)=O)(Nc1ccc(S(=O)(=O)Nc2onc(C)c2C)cc1)C(F)(F)F (stereo not given)
→ -0.1 | 2 | -11 | 3 | -5 | 9 | 14 | -2 | -1 | 2 | 1.7
O=C(O)c1ccc(NC(=O)C2(c3ccccc3)CCCC2)cc1
→ 0.0 | -1 | -5 | -3 | -6 | -9 | 19 | -2 | -35 | 14 | -0.4
CSc1ncc(C(=O)Nc2ccc(C(C)=O)cc2)c(C)n1
→ -0.1 | -54 | -46 | 30 | -17 | -9 | -168 | nt | 6 | -162 | -0.9
CCN(CC)S(=O)(=O)c1ccc(NC(=O)c2ccc(OCC3CCCO3)cc2)cc1 (stereo not given)
→ 0.3 | 17 | 26 | 4 | -5 | -2 | 1 | 3 | -4 | 31 | 0.2

(continued)
canonical_smiles	aDG glyco act	MITF TRPM1 inh	NR2E3 ag-1	Exocytosis inh	CaV13 ICDI inh	Vif inh	HIF-2a inh	NR2E3 ag-2	PDI turbidity	Peg3 promoter	iPSC survival up
COCCSc1ccccc1C(=O)Nc1nccs1	-0.1	2	-15	-3	-9	-5	-6	1	-1	5	0.2
O=[N+]([O-])c1ccc(N2CCN(S(=O)(=O)c3ccccc3[N+](=O)[O-])CC2)cc1NCc1cccnc1	0.2	-8	-27	1	-7	-1	14	3	-8	20	0.7
Cc1ccc(-c2csc(N3CCN(c4cc5c(cc4Cl)nc(C)n5CCN4CCCCC4)CC3)n2)cc1	-0.3	-8	20	-3	-9	nt	1	3	6	-2	-0.3
CCOc1cc(NC(=S)NCC(C)C)c(OCC)cc1NC(=O)c1cccs1	0.0	22	-6	-1	-4	-4	0	0	5	14	-0.9
Cc1ccc2nc(-c3ccc(NS(C)(=O)=O)cc3)cc(-c3ccccc3)c2c1	0.3	13	1	6	-8	12	4	0	1	17	-1.0
Cc1ccc(-c2nnc(NC(=O)CCS(=O)(=O)c3ccccc3)o2)c(C)c1	0.5	-3	2	-2	-4	-5	-7	nt	-9	-7	0.0
CC(=O)Oc1cccc2c1C(=O)c1c(OC(C)=O)cc(C(=O)O)cc1C2=O	0.0	14	-23	-2	-6	-13	3	-2	-12	6	-1.8
N#Cc1ccc(C(=O)Nc2nnc(-c3cccs3)o2)cc1	0.0	-3	-4	-1	-8	-3	-84	0	-10	-33	0.0
CCOC(=O)Cc1sc(N)nc1C	0.0	9	-11	23	-5	-2	10	-2	-8	9	-0.9
COCC(C)n1c(C)cc(C(=O)COC(=O)c2oc3ccccc3c2C)c1C (stereo not given)	-0.2	-12	-33	1	1	-6	-82	-6	-2	-72	4.4
CC(C)[C@H](NC(=O)CCn1nnc2ccccc2c1=O)C(=O)O	-0.1	1	-11	-2	-6	7	9	-2	-1	13	-2.5
CC1C(=O)C(C)C(c2ccc(Cl)cc2)NC1c1ccc(Cl)cc1 (stereo not given)	0.1	nt	-49	4	-4	0	21	1	0	20	0.2

Six entries drawn at random from those above:
canonical_smiles	aDG glyco act	MITF TRPM1 inh	NR2E3 ag-1	Exocytosis inh	CaV13 ICDI inh	Vif inh	HIF-2a inh	NR2E3 ag-2	PDI turbidity	Peg3 promoter	iPSC survival up
CC1C(=O)C(C)C(c2ccc(Cl)cc2)NC1c1ccc(Cl)cc1 (stereo not given)	0.1	nt	-49	4	-4	0	21	1	0	20	0.2
CCOC(=O)C(NC(C)=O)(Nc1ccc(S(=O)(=O)Nc2onc(C)c2C)cc1)C(F)(F)F (stereo not given)	-0.1	2	-11	3	-5	9	14	-2	-1	2	1.7
CC(C)[C@H](NC(=O)CCn1nnc2ccccc2c1=O)C(=O)O	-0.1	1	-11	-2	-6	7	9	-2	-1	13	-2.5
CCOc1cc(NC(=S)NCC(C)C)c(OCC)cc1NC(=O)c1cccs1	0.0	22	-6	-1	-4	-4	0	0	5	14	-0.9
CN(Cc1cccc(Cl)c1Cl)C(=O)c1cccc(S(=O)(=O)N2CCN(Cc3ccccc3)CC2)c1	0.9	3	56	5	nt	-7	17	-1	-1	19	0.1
Cc1ccc(N2CC(O)Cn3c2nc2c3c(=O)[nH]c(=O)n2C)cc1 (stereo not given)	0.0	2	-5	0	-12	-4	13	-2	-8	19	-0.4

Next section
canonical_smiles	aDG glyco act	MITF TRPM1 inh	NR2E3 ag-1	Exocytosis inh	CaV13 ICDI inh	Vif inh	HIF-2a inh	NR2E3 ag-2	PDI turbidity	Peg3 promoter	iPSC survival up
COc1ccc(-c2noc(CN(C(=O)C(C)(C)C)C(C)C)n2)cc1	-0.3	-38	-56	0	nt	2	-136	-2	-3	-141	-0.1
CN1CCc2cc3c(c4c2[C@H]1[C@H](O)c1ccccc1-4)OCO3	0.3	5	-59	1	-10	-4	32	2	2	66*	1.4
COc1ccc(-c2cc(C(=O)N3CCN(c4ccccc4OC)CC3)no2)cc1OC	0.1	-11	-11	-2	-17	-1	9	1	-2	6	0.1
N#C/C(=C\Nc1ccccc1SC(F)(F)F)c1nc(-c2ccc(F)cc2)cs1	0.1	4	-16	-7	-4	27	5	8	-13	-1	-0.1
Cc1ccsc1C1C=C(c2cccc(Br)c2)Nc2ncnn21 (stereo not given)	0.3	13	10	-1	nt	-23	-2	1	15	18	1.8
COc1ccc(C)cc1NC(=O)NC1CCN(Cc2ccccc2)CC1	0.0	4	-12	1	-9	4	15	-7	2	19	-1.2
Cc1cc(C(=O)Cn2nc(C(=O)O)c3ccccc3c2=O)c(C)n1CC(F)(F)F	-0.3	-90	-58	5	-6	-1	-114	0	-6	-78	-0.8
CCC(CC)C(=O)c1c[nH]c(C(=O)NCCCn2ccnc2)c1	-0.3	12	-10	-3	-5	5	10	0	-1	14	-0.2
